From PubChem BioAssay
S100A4 inh HTS – blocks human S100A4 binding to myosin IIA peptide; P26447; S100A4/TAMRA-MyoIIA peptide fluorescence polarization; inhibition, % at 10.7 µM; actives 0.14% (n = 360,000);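 active means mean inhibition of at least 70% across replicates, with every replicate also reaching that level; inconclusive means mean inhibition reaches 70% but some replicates fall short; inactive means mean inhibition below 70%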
Target sequence (P26447 whole entry, looked up): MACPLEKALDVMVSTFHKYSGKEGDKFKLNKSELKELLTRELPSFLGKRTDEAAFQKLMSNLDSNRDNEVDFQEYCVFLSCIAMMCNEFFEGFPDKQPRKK
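Test system: S100A4 monomer protein; Medium: HEPES pH 7.2 with CaCl2, KCl, NaCl, DTT, Triton; Probe or stimulus: TAMRA-labelled myosin IIA heavy-chain peptide probe, 5 nM; Doses: one dose per compound; Times: polarization read 5 min after assay mix addition, stable 5–60 min; Benchmarks: neutral control DMSO, positive control TFP.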
ERp5 inh – ERp5 (human) disulfide isomerase inhibition; inhibition, % at 9.99 µM; ERp5 insulin aggregation, absorbance 650 nm, 90 min; actives 0.05% (n = 350,000); Q15084; AID 651711;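 active means mean replicate inhibition above about 25%, with every replicate also reaching it, limit read from the data, passing the limit was not always enough; inconclusive means only one of those two criteria met; inactive means neither criterion met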
SIRT5 block – sirtuin-5 (human) deacylase inhibition. Purified SirT5, succinyl-peptide AMC, trypsin-coupled fluorescence. inhibition, % at 15 µM. actives 1.1% (n = 330,000). AID 652115; in the data active means inhibition above about 15%; inconclusive means no clear call, values can overlap the other calls
Target sequence (Q9NXA8 whole entry, looked up): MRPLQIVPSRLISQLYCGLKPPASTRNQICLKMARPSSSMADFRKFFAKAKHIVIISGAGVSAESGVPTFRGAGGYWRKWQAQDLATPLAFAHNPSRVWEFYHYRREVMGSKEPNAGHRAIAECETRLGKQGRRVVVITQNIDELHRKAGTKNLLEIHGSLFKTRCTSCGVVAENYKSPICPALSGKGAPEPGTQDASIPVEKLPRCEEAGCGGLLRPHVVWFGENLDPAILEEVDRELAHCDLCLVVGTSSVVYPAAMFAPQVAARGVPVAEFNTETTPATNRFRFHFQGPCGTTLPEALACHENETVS
E-selectin induc – E-selectin induction on HUVECs. HUVEC E-selectin immunofluorescence imaging; normalized: neutral wells 0, TNF-alpha wells 100. P16581. actives 0.37% (n = 260,000). activation, % at 7.58 µM;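 active means mean E-selectin-positive cell signal at least 10% of the positive control, reached in at least 60% of replicates, without over 20% cell loss; inconclusive means no rule given, readout overlaps actives, possibly toxicity-flagged; inactive means the rest, including those meeting only one limit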;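 further: in these data hits start at about 27%; measured in HUVEC primary endothelial cells; signal is the percent of cells scored E-selectin positive by PE staining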
Target sequence (P16581 whole entry, looked up): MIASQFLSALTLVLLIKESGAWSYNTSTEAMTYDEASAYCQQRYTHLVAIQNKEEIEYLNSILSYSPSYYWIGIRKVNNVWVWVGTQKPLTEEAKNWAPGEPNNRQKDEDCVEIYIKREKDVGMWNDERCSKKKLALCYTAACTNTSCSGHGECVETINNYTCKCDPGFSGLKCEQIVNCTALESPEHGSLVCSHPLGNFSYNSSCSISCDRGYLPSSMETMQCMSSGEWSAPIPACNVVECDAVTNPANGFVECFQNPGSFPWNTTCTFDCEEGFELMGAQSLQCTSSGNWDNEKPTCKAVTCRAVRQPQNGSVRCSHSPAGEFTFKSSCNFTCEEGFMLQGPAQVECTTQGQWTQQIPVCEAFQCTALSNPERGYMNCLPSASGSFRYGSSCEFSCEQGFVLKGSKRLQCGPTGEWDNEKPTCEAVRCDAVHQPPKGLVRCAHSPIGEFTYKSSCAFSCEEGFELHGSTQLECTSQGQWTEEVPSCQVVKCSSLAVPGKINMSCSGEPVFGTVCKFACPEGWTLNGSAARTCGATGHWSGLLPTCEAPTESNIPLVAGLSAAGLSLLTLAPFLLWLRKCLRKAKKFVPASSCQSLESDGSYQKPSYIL
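Assay system: HUVEC, human umbilical vein endothelial cells / Amount: 3,000 HUVEC/well / Controls: TNF-alpha positive control, DMSO neutral control / Compound dosing: single concentration / Medium: EGM-2 over gelatin coat / Evaluation: percent E-selectin-positive cells / Signal: immunofluorescence imaging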
PglD DTNB – blocks C. jejuni PglD acetyltransferase activity; inhibition, % at 12.5 µM; actives 0.098% (n = 360,000); purified PglD enzyme, DTNB colorimetric CoA detection; in the data active means inhibition above about 16%, passing the limit was not always enough; inconclusive means no clear call, values can overlap the other calls; further: strong numbers were not always called active
C2C12 statin – suppression of simvastatin myotoxicity; C2C12 myotubes + simvastatin, ATP luminescence, 48 h; scaled: DMSO 0, geranylgeraniol control 100; rescue of ATP level, % at 7.49 µM; actives 0.78% (n = 330,000);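 active means mean ATP rescue above about 67%, or every replicate alone reaching that limit, limit read from the data, passing the limit was not always enough; inconclusive means no clear call, values can overlap the other calls; inactive means mean under the limit and some replicate under it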;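 further: myotubes were challenged with 10 µM simvastatin during compound exposure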
DENV2 CPE – DENV2-induced cell death inhibition. actives 1.7% (n = 350,000). AID 651640. DENV2-infected cells, cytopathic effect rescue, plate reader. CPE inhibition, % at 9.99 µM; in the data active means CPE inhibition above about 20%, passing the limit was not always enough; inconclusive means no clear call, values can overlap the other calls; tested in BHK-21 cells;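 further: 0% = median of neutral control wells and 100% = median of positive control wells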
An asterisk follows results filed as active; ? = inconclusive; . = not tested or not shown. Only part of the results is shown (hit frequency here may not be typical).

Under each structure – E-selectin induc | PglD DTNB | S100A4 inh HTS | SIRT5 block | C2C12 statin | ERp5 inh | DENV2 CPE
1	CC(C)NC(=O)Nc1ccc2c(c1)C(=O)N([C@@H](C)CO)C[C@H](C)[C@H](CN(C)Cc1ccc(-c3ccccc3)cc1)O2
→ 0.6 | 1.9 | -9.5 | 0.4 | -2.9 | 0.8 | 0.1
2	CCCCCCCCSc1nnc2[nH]c(=O)cc(N)n12
→ -0.8 | . | 0.1 | -1.1 | . | -0.5 | -0.1
3	CC1CCCN(C(=O)C2CCN(S(=O)(=O)c3ccccc3)CC2)C1 (stereo not drawn)
→ -0.2 | -3.5 | -15.9 | . | 3.1 | -3.6 | 2.4
4	COc1ccc(Nc2nc(NN)nc(C)c2[N+](=O)[O-])cc1
→ . | . | 3.7 | 0.2 | . | 7.6 | ?
5	CNC(=O)c1cc(S(=O)(=O)N2CC(C)OC(C)C2)ccc1N1CCOCC1 (stereo not drawn)
→ . | -4.5 | 0.8 | -3.1 | . | 2.8 | 6.0
6	O=C(NCCN1CCOCC1)c1cccc(S(=O)(=O)Nc2cc(Cl)ccc2Cl)c1
→ 0.2 | -0.8 | -3.5 | -6.3 | 4.9 | 4.9 | 0.7
7	COc1ccc(CCn2c(=S)[nH]c3cc(C(=O)N4CCOCC4)ccc3c2=O)cc1OC
→ -1.1 | . | 9.3 | 1.6 | . | 3.2 | -2.4
8	C[C@@H]1CN([C@H](C)CO)C(=O)Cc2cc(NC(=O)Nc3cccc4ccccc34)ccc2O[C@@H]1CN(C)Cc1ccc(C(F)(F)F)cc1
→ . | -0.4 | 1.8 | -0.5 | -54.2 | 60.0* | 20.3*
9	Cc1ccc(-n2c([S-])c(C(=O)Nc3ccc(OC(F)F)cc3)[n+]3ccc(C(=O)NCCO)cc23)cc1C
→ . | . | -1.9 | -0.2 | . | 2.9 | 3.0
10	C/C=C/c1ccccc1[C@H]1[C@H](C#N)N(C(=O)c2cccnc2)[C@H]1CO
→ 0.1 | . | -1.8 | -3.7 | . | -5.9 | 1.2
11	O=C(Nc1ccccc1)c1ccc(Br)o1
→ . | -0.1 | -3.4 | . | -7.9 | -0.2 | -10.5
12	CCc1ccc(NC(=S)Nc2cc(C(=O)O)ccc2N2CC3CC(C2)c2cccc(=O)n2C3)cc1 (stereo not drawn)
→ . | . | -3.7 | 0.0 | . | -2.2 | -3.7
13	Cc1ccc(CC(=O)NC2CCSC2=O)cc1 (stereo not drawn)
→ -7.5 | 2.6 | -1.3 | -1.6 | 0.6 | -0.4 | -8.1
14	O=S(=O)(N[C@H]1CC[C@@H](CCn2cc(C3CC3)nn2)O[C@@H]1CO)c1ccc(F)cc1
→ -0.4 | -0.5 | 3.9 | -1.3 | 14.1 | -1.2 | 13.0
15	CSc1cccc(NC(=S)N2CCCN(Cc3ccc(F)cc3)C2)c1
→ . | . | -2.7 | -1.2 | 3.3 | 6.9 | 7.6
16	NNC(=O)CCN1CCCCC1
→ -0.5 | . | -0.2 | -4.4 | . | 0.5 | 3.3
17	Cc1ccc(S(=O)(=O)N(CC2CO2)c2cc(Cl)ccc2Cl)cc1 (stereo not drawn)
→ 1.2 | 6.7 | -16.9 | -0.1 | 23.5 | 5.5 | 2.7
18	Cc1c([N+](=O)[O-])c([N+](=O)[O-])nn1CC(=O)N1CCOCC1
→ 0.0 | . | 4.9 | -1.0 | . | -0.9 | 2.1
19	N#Cc1cccc(NC(=O)CSc2sc3c(O)cc(=O)[nH]c3c2C#N)c1
→ 0.0 | -0.2 | 0.7 | 3.7 | 7.0 | 3.7 | 6.4
20	COc1cc(-c2cc3nc(NCc4cccc(Cl)c4)ccn3n2)cc(OC)c1OC
→ . | -1.9 | 2.9 | . | -6.7 | 2.7 | -2.1
21	COCOc1cc(O)c2c(=O)c(OCOC)c(-c3ccc(OCOC)c(OCOC)c3)oc2c1
→ . | 2.7 | 4.9 | -1.3 | -8.1 | 3.9 | -9.2
22	CC(C)(C)c1ccccc1OCC(=O)Nc1ccccc1C(=O)NCc1cccnc1
→ 0.5 | 0.8 | 1.4 | -2.2 | 3.3 | 2.1 | ?
23	CC(C)CNC(=O)C1(C)CCCCCN1C(=O)c1cc(C#N)cs1 (stereo not drawn)
→ 0.2 | -4.4 | 16.7 | -6.6 | 0.8 | 3.9 | ?
24	C[C@@H]1CN([C@@H](C)CO)C(=O)c2cccc(NC(=O)Nc3ccc(C(F)(F)F)cc3)c2O[C@H]1CN(C)Cc1ccccc1
→ -0.2 | -3.1 | -5.3 | 1.4 | 0.3 | 4.2 | 2.1
25	O=C1C=C(c2cccc3c2oc2ccccc23)C[C@@H](c2ccc(F)cc2)C1
→ 0.0 | -1.6 | 4.3 | -3.9 | -5.1 | 4.0 | 3.0
26	Cc1ccc(S(=O)(=O)N2CCN(C(=O)COC(=O)COc3cccc4c3OC(C)(C)C4)CC2)cc1
→ 0.5 | . | -2.7 | -5.4 | -9.2 | 20.7 | -13.2
27	C[C@@H]1CN([C@H](C)CO)C(=O)Cc2cc(NC(=O)Nc3ccc(F)cc3)ccc2O[C@@H]1CN(C)S(=O)(=O)c1cccs1
→ 0.0 | 1.7 | -10.2 | 3.5 | 6.7 | 2.3 | -9.4
28	COC(=O)/C(C#N)=C/N(C)C
→ . | . | -2.1 | -3.0 | . | . | -0.5
29	Cc1ccc(NC(=O)C[n+]2ccccc2)cc1C
→ 1.5 | 5.1 | -8.4 | -5.7 | 9.3 | -1.0 | 7.3
30	COc1cc2ccccc2cc1C(=O)Nc1ccc(CN2CCOCC2)cc1
→ . | 0.7 | 21.5 | -13.5 | -31.1 | -12.2 | -7.6
31	O/N=C(\CN1CCCCC1)c1ccccc1
→ 0.3 | -1.4 | 1.5 | -0.2 | 7.8 | 5.8 | 2.8
32	CC[C@H](C)[C@@H](COC=O)NC(=O)[C@H]1O[C@@H](n2ccc(N)nc2=O)[C@H](O)[C@@H]1O
→ 2.6 | 0.3 | 0.9 | -0.7 | 2.1 | 1.5 | -18.2
33	CCCN1[C@H](C(=O)OC)[C@@H](CO)[C@@H]2Cn3c(ccc(-c4cncnc4)c3=O)[C@@H]21
→ 0.0 | -1.8 | 16.8 | 2.0 | -5.4 | 0.0 | -3.7
34	CC(C)(C)OC(=O)N1CCC(C(=O)Nc2ccc(C(=O)N3CCCCC3)cc2)CC1
→ 2.2 | 1.9 | -2.5 | -0.2 | 2.8 | 0.7 | -4.0
35	CC(C)C[C@H]1CNC(=S)N1CC1CCN(CC2CCCC2)CC1
→ -0.1 | 1.1 | 9.8 | -2.6 | 1.1 | 0.3 | ?
36	Nc1nc(OCc2ccccc2)c2[nH]cnc2n1
→ 0.1 | 7.8 | -6.2 | -1.9 | 4.4 | -2.2 | 9.3
37	O=C(C[C@H]1C=C[C@@H](NC(=O)c2ccc(F)cc2)[C@H](CO)O1)NCc1ccncn1
→ -0.5 | 0.1 | 5.9 | 0.2 | -2.0 | -3.7 | 2.8
38	C[C@@H]1CCCCO[C@@H](CN(C)Cc2ccc(C(=O)O)cc2)[C@H](C)CN([C@@H](C)CO)C(=O)c2cc(NC(=O)Nc3ccccc3)ccc2O1
→ . | 1.4 | 27.1 | 0.3 | -17.5 | 1.9 | -7.5
39	Cc1ccc(S(=O)(=O)NCC2CCC(C(=O)NCc3ccccn3)CC2)cc1 (stereo not drawn)
→ -0.1 | -5.7 | -2.6 | -0.7 | -4.7 | 1.8 | -2.4
40	NS(=O)(=O)c1ccc(CCNc2nc(CN3CCCCC3)nc3sc4c(c23)CCC4)cc1
→ . | 3.5 | -4.1 | -0.3 | -12.9 | 3.6 | 3.4

Three entries from above, as tab-separated lines.
nr	SMILES	E-selectin induc	PglD DTNB	S100A4 inh HTS	SIRT5 block	C2C12 statin	ERp5 inh	DENV2 CPE
37	O=C(C[C@H]1C=C[C@@H](NC(=O)c2ccc(F)cc2)[C@H](CO)O1)NCc1ccncn1	-0.5	0.1	5.9	0.2	-2.0	-3.7	2.8
29	Cc1ccc(NC(=O)C[n+]2ccccc2)cc1C	1.5	5.1	-8.4	-5.7	9.3	-1.0	7.3
32	CC[C@H](C)[C@@H](COC=O)NC(=O)[C@H]1O[C@@H](n2ccc(N)nc2=O)[C@H](O)[C@@H]1O	2.6	0.3	0.9	-0.7	2.1	1.5	-18.2

(listing goes on)
Under each structure – E-selectin induc | PglD DTNB | S100A4 inh HTS | SIRT5 block | C2C12 statin | ERp5 inh | DENV2 CPE
41	Cc1ccc(/C=C(\C#N)C(=O)Nc2cccc(C)n2)cc1
→ . | 6.8 | 0.1 | -1.8 | 6.1 | 1.8 | 4.5
42	CCC(=O)Nc1ccc2c(c1)OC[C@H](C)N(C(=O)Cc1cccnc1)C[C@@H](C)[C@H](OC)CN(C)C2=O
→ -0.1 | -0.9 | 4.9 | -0.4 | -3.7 | 0.1 | 2.6
43	C[C@H](CO)N1C[C@H](C)[C@H](CN(C)Cc2ccc(Cl)c(Cl)c2)Oc2ccc(NC(=O)Cc3cn(C)c4ccccc34)cc2CC1=O
→ -1.8 | 10.5 | -14.1 | 0.8 | 45.2 | -4.9 | 3.3
44	O=C(OCn1nnc2ccccc2c1=O)c1ccc(O)cc1
→ -0.2 | . | -2.3 | -3.4 | . | -0.1 | -6.6
45	C/C(=N\Nc1ccc([N+](=O)[O-])cc1)c1ccc(C#N)cc1
→ . | -1.1 | 0.0 | -0.5 | -11.4 | 2.9 | -3.1
46	c1ccc2[nH]c(CCCc3nc4ccccc4[nH]3)nc2c1
→ . | 5.1 | 9.5 | -0.1 | 4.4 | 4.4 | 5.7
47	COc1ccc(-c2ccc3c(c2)[C@@H]2[C@@H](CCN2C(=O)c2cccc(F)c2)[C@H](CO)N3C)cc1
→ 0.1 | -5.1 | -8.6 | 1.2 | 22.8 | 0.7 | -10.3
48	CC1(C)C/C(=N\NC(=S)Nc2ccccc2F)c2cc(O)ccc2O1
→ ? | . | -4.1 | 0.7 | . | 2.7 | .
49	Cc1csc2nc(CN3CCN(CC(=O)N(C)C)CC3)cc(=O)n12
→ . | 0.4 | -4.1 | 2.9 | -0.9 | 0.2 | 11.3
50	CC1(C)CC(=O)C(CC(=O)Nc2ccc(S(N)(=O)=O)cc2)=C(O)C1
→ . | -5.1 | -2.5 | -14.9 | 8.2 | -2.6 | .
51	CO[C@@H]1CN(C)C(=O)c2ccc(NC(=O)C3CCCC3)cc2OC[C@H](C)N(C(C)=O)C[C@@H]1C
→ -0.1 | -3.0 | 5.7 | 0.4 | -8.7 | 1.6 | .
52	CCCCn1c(N)c(NCc2ccccc2)c(=O)[nH]c1=O
→ 0.8 | . | 4.5 | -12.5 | . | 0.1 | -4.0
53	COc1ccc(C(=O)c2cn[nH]c2-c2cc(C)ccc2O)cc1
→ 0.5 | -3.4 | 0.1 | 1.4 | 11.9 | 3.2 | ?
54	C[C@@H]1CN([C@@H](C)CO)C(=O)c2cc(NS(=O)(=O)c3cn(C)cn3)ccc2O[C@H]1CN(C)CC1CCCCC1
→ -0.1 | 7.6 | 0.5 | 5.2 | -3.7 | 5.7 | -2.7
55	O=C(Nc1cccc2cccnc12)c1ccccc1Cl
→ 0.1 | 1.1 | -1.4 | 3.6 | 8.2 | 0.8 | -0.4
56	CCN(CC)CCCN(Cc1cc2cc3c(cc2[nH]c1=O)OCO3)C(=S)NCc1ccco1
→ . | . | 2.0 | -7.5 | . | 2.3 | 2.4
57	NC(=O)c1cccc(-c2ccnc3c2CC(C(=O)NCc2cccc(Cl)c2)O3)c1 (stereo not drawn)
→ 0.9 | -0.3 | -0.1 | -2.4 | -2.4 | -1.6 | 19.0
58	CCOc1ccc(-c2nc(CSCC(=O)N3CCN(C(=O)c4ccco4)CC3)c(C)o2)cc1
→ 0.8 | -1.6 | -1.0 | . | 5.3 | 2.1 | 2.6
